Source: PubChem
Large T inhibition: TAg ATPase/helicase activity blockers – biochemical (AID 1903); SV40 large T antigen ATPase/helicase inhibition assay; higher % means a stronger effect; one-dose inhibition, % at 20 µM; IC50 in µM for titrated hits; 310,000 tested, 0.39% active; in the data active = a potency from the dose series; inconclusive = inhibition mostly from about 32% at the one dose, without a potency; inactive = the rest, 99 in 100 with inhibition below about 32%; also: strong numbers were not always called active
XIAP displacement: small molecules displacing peptide from XIAP – biochemical, IAP family, fluorescence polarization (AID 1018). XIAP BIR domain, fluorescence polarization peptide displacement; higher % means a stronger effect. one-dose displacement, % at 20 µM; IC50 in µM for titrated hits. 200,000 tested, 0.007% active; in the data active = displacement above about 50%; also: a part of the inactive calls stands beside numbers as strong as those of hits
RSV antiviral HEp-2: inhibition of RSV-induced cytopathic effect – HEp-2 cells, primary 10 µM value included (AID 2391); HEp-2 cells, RSV-induced CPE inhibition; higher % means a stronger effect; CPE inhibition, % at 10 µM; hits with a dose series show IC50 in µM; 310,000 tested, 0.13% active; in the data active = a potency from the dose series; inconclusive = CPE inhibition mostly from about 23% at the one dose, without a potency; inactive = the rest, 99 in 100 with CPE inhibition below about 21%; also: strong numbers were not always called active
K1F lysis inhibition: protection from phage-mediated lysis, alamar blue read-out – E. coli UTI89, K1F phage, bacterial capsule biogenesis inhibitors (AID 488966); E. coli UTI89 K1F phage lysis, alamar blue, 2 h; higher % means a stronger effect; inhibition, % at 100 µM, or IC50 in µM where a hit was titrated; 340,000 tested, 0.02% active;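 active = phage lysis inhibition, versus mean bacterial control, above a set limit; inconclusive = no clear call, values can overlap the other calls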;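 also: capsule biogenesis inhibitors block K1F phage lysis so surviving cells raise fluorescence; higher fluorescence means more inhibition of phage lysis; actives were called in the ten point dose series up to 300 µM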
West Nile virus CPE: inhibition of WNV-induced cytopathic effect – cell-based, CPE readout (AID 1621); CPE inhibition, % at 10 µM; hits with a dose series show IC50 in µM; 290,000 tested, 0.02% active; West Nile virus-infected cells, CPE inhibition; higher % means a stronger effect; in the data active = a potency from the dose series; inconclusive = CPE inhibition mostly from about 3.7% at the one dose, without a potency; inactive = the rest, 99 in 100 with CPE inhibition below about 2.2%; also: strong numbers were not always called active
Dengue-2 NS5 capping: flavivirus cap methylation enzyme inhibition – biochemical, confirmation dose response, primary screen (AID 588689) | Dengue-2 NS5 methyltransferase capping enzyme assay, biochemical; higher % means a stronger effect | one-dose inhibition, % at 25 µM; IC50 in µM for titrated hits | 340,000 tested, 0.3% active; in the data active = a potency from the dose series; inconclusive = inhibition above about 29% without an active follow-up result
Yfh1-off respiration: mitochondrial function rescue without frataxin homolog – Friedreich's ataxia, plus single-dose screen, dose response (AID 1465); S. cerevisiae Yfh1-off respiration, WST-1 reduction, 72 h; higher fold induction means a stronger effect; fold induction at 50 µM, or EC50 in µM where a hit was titrated; 220,000 tested, 0.074% active;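 active = fold induction of absorbance versus untreated yeast above a set limit, then at least 30% activation at any dose in follow-up; inconclusive = repeats straddling the limit, or above it without dose testing; inactive = fold induction below the set limit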;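 also: activators that raise dye reduction in frataxin-depleted yeast; strong numbers were not always called active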
WT yeast gro inh: growth inhibition of WT yeast, mitochondrial fusion screen. mitochondrial fusion phenotypic screen, WT strain. inhibition, % at 10 µM. 190,000 tested, 2.1% active. AID 1362; in the data active = inhibition above about 58%; tested in S. cerevisiae
CSM14.1 death rescue: protection against thapsigargin-triggered cell killing – 384-well, CSM14.1, ATP luminescence, primary screen (AID 1222); 190,000 tested, under 10 active; cellular ATP content (survival), % at 20 µM, or EC50 in µM where a hit was titrated; CSM14.1 thapsigargin-induced death rescue, ATP luminescence; higher % means a stronger effect;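 active = EC50 below 50 µM in the dose-response confirmation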;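 also: death triggered by thapsigargin at about 15 µM added after 2 h compound pretreatment; cell ATP read after overnight thapsigargin exposure of roughly 18 to 22 hours; normalized against plate controls of thapsigargin alone and 5% DMSO vehicle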
WT yeast gro inh mutant strain: recorded beside WT yeast gro inh, whose call it bears; inhibition, %; mitochondrial fusion phenotypic screen, mutant strain inhibition
* marks the source's active call; other numbers are inactive results; i = inactive; ? = inconclusive; . = not tested or not shown; [ ] = dose if it differs, or a comment.

SMILES	Large T inhibition	XIAP displacement	RSV antiviral HEp-2	K1F lysis inhibition	West Nile virus CPE	Dengue-2 NS5 capping	Yfh1-off respiration	WT yeast gro inh	WT yeast gro inh mutant strain	CSM14.1 death rescue
CCN1CCN(c2ncc3c(n2)CC(c2cc(OC)c(OC)c(OC)c2)CC3=O)CC1 (stereo not drawn)	8.7%	-2.1%	-1.3%	0.1%	2.4%	-0.8%	i	-0.1	-2.9	-0.4%
COc1ccc(C(=O)/C=C/c2ccc(OCc3ccccc3)cc2)cc1CSCC(=O)O	35.9%	.	0.9%	-4.5%[50 µM]	0.2%	11.7%	.	.	.	.
O=C(c1ccco1)N1CCN(c2nc(-c3ccc(F)cc3)cs2)CC1	23.5%	-3.1%	?	9.4%	-0.1%	-7.2%	i	3.7	0.2	-2.1%
Cc1ccc2nc(COc3ccc(N(C)S(=O)(=O)c4ccccc4)cc3)cc(=O)n2c1	18.0%	0.0%	?	0.1%	-1.0%	0.8%	i	-3.9	12.2	0.4%
CCN(CC)c1ccc(N2C(=O)/C(=C/c3cccnc3)SC2=S)cc1	2.7%	0.7%	2.0%	-0.2%	1.0%	3.3%	i	8.9	0.1	3.8%
CC/C(=N\NC(=O)c1c(C)nc2ccccn12)c1ccccc1	5.6%	.	5.2%	0.7%	-0.3%	-4.0%	.	.	.	.
COc1cccc(C(C(=O)NC2CCCC2)N(C(=O)c2ccco2)c2ccc(-n3cnnn3)c(C)c2)c1OC (stereo not drawn)	11.9%	-3.1%	-0.1%	0.1%	-1.1%	-2.1%	i	-2.8	13.3	3.9%
N=c1c(C(=O)NCc2ccc3c(c2)OCO3)cc2c(=O)n3ccccc3nc2n1CC1CCCO1 (stereo not drawn)	13.2%	.	0.3%	0.1%	-0.2%	-8.8%	.	.	.	.
CC(C)(C)C(=O)CNS(=O)(=O)c1ccc(S(=O)(=O)NC2CC2)cc1	1.6%	.	6.7%	-2.1%	-0.6%	5.0%	.	.	.	.
CN(CC(=O)Nc1cccc(F)c1)C(=O)Cn1cnc2c1c(=O)n(C)c(=O)n2C	11.8%	.	0.4%	1.2%[50 µM]	.	0.7%	.	.	.	.
COc1cccc(-c2cc(-c3cccnc3)nc(N)c2C#N)c1	28.4%	.	.	0.1%	0.1%	7.8%	i	.	.	.
CC1=C(C(=O)OC(C)C)C(c2c[nH]c3ccccc23)n2ncnc2N1 (stereo not drawn)	3.1%	1.7%	0.4%	4.4%	0.8%	-3.4%	i	10.6	-5.0	-0.8%
Cc1ccccc1CN1CCNC(=O)C1CC(=O)N(C)CCC1CCOCC1 (stereo not drawn)	14.2%	.	-0.9%	0.3%	-0.3%	9.7%	.	.	.	.
NC(=O)C1CCN(Cc2nc3c(Br)cc(Br)cc3c(=O)[nH]2)CC1	9.9%	-2.1%	-0.1%	0.4%	-0.1%	-2.2%	i	-8.7	1.8	-0.8%
Cc1cc(C)nc(N2CCN(CC(=O)NCc3ccccc3)CC2)n1	1.2%	-0.1%	1.0%	-0.3%	-1.1%	-5.7%	i	-11.5	-1.5	-0.9%
COc1ccccc1OCCC(=O)Nc1cccc(S(=O)(=O)N2CCCCC2)c1	6.3%	-5.9%	2.0%	1.0%[50 µM]	-1.0%	-9.7%	i	10.0	-13.7	-0.2%
COc1ccc(OC)c(-c2nc(C(=O)NCCCN3CCOCC3)cc3c2[nH]c2ccccc23)c1	21.0%	.	-1.1%	6.2%	-0.5%	2.9%	.	.	.	.
CCCC(C(=O)NC(C)(C)CC)N(CC1CCCO1)C(=O)CNS(=O)(=O)c1ccc(F)cc1 (stereo not drawn)	5.2%	.	1.1%	0.3%	0.0%	-1.7%	.	.	.	.
Cn1nc(-c2ccccc2)cc1NS(=O)(=O)c1ccc(C#N)cc1	5.5%	.	2.8%	-3.0%	-0.2%	6.9%	i	.	.	.
Cc1nc2sc3c(c2c(=O)n1N)CCC3	13.3%	-5.7%	3.1%	-0.4%	0.4%	-7.7%	i	5.2	34.1	-0.5%
O=C(NCC1CCCO1)C1CCC(N2C(=O)c3ccccc3C2=O)CC1 (stereo not drawn)	4.2%	-3.0%	-0.7%	2.7%	-0.6%	-4.0%	i	0.1	-5.9	-0.6%
CN(C)S(=O)(=O)c1cccc(N=c2scc(-c3ccc4c(c3)NC(=O)CO4)n2CC2CCCO2)c1 (stereo not drawn)	-1.7%	-2.2%	6.0%	0.1%	.	2.1%	.	8.9	-4.8	0.2%
CCN(CC)c1ccc2c(c1)C(=O)N(C)C2=O	10.8%	-0.5%	8.3%	1.2%	0.2%	7.0%	i	0.8	1.5	.
CC(=O)c1ccc(OC(=O)C(CCS(C)(=O)=O)N2C(=O)c3ccccc3C2=O)cc1 (stereo not drawn)	3.1%	-2.0%	-0.9%	1.2%	-0.1%	-3.4%	i	-2.3	1.3	-0.5%
COc1ccc(CC(=O)n2nc(-c3ccc(Cl)cc3)nc2NCc2ccco2)cc1	10.2%	42.2%	1.4%	0.4%	-0.3%	-6.2%	i	-15.4	1.0	-0.3%
SMILES	Large T inhibition	XIAP displacement	RSV antiviral HEp-2	K1F lysis inhibition	West Nile virus CPE	Dengue-2 NS5 capping	Yfh1-off respiration	WT yeast gro inh	WT yeast gro inh mutant strain	CSM14.1 death rescue
Cc1ccccc1OCC(=O)N/N=C/c1ccc(Sc2nc3ccccc3s2)o1	3.7%	-6.9%	?	0.9%	0.8%	0.8%	i	41.7	22.9	-0.1%
O=C(Nc1nc2ccccc2n1CCN1CCCC1)C1CCCCC1	2.1%	-12.0%	0.2%	1.7%	-0.1%	-1.2%	i	1.4	-5.2	1.3%
CS(=O)(=O)c1ccc2nc(NC(=O)C3CCCCC3)sc2c1	10.2%	1.8%	-0.3%	-1.7%	-0.2%	-8.3%	i	2.6	-0.2	-1.7%
COc1ccc(/C=N/NC(N)=S)cc1	15.5%	.	12.3%	0.4%	0.2%	-8.1%	i	.	.	.
CCN1C(=O)/C(=C2/Sc3ccccc3N2CC)S/C1=N\c1ncn[nH]1	27.9%	-3.0%	11.8%	-0.2%	0.0%	-30.6%	i	4.8	-3.0	-0.8%
COc1ccc(Cl)cc1NC(=O)c1cc(-c2ccccc2O)n[nH]1	6.7%	-6.0%	7.4%	1.9%[50 µM]	-1.1%	0.0%	i	1.8	-12.3	-4.7%
CCOC(=O)Cc1c(C)nc2c(-c3cccc(Br)c3)c[nH]n2c1=O	12.0%	-6.7%	-3.4%	-0.7%	-0.6%	6.0%	i	3.5	-6.6	0.7%
COc1ccccc1-c1nnc(SCC(=O)c2ccc(C3CCCCC3)cc2)n1Cc1ccco1	9.2%	-2.1%	-4.5%	0.7%	-0.2%	-14.5%	i	-14.8	1.8	5.1%
Cc1ccc2c(c1)CC(C)N2S(=O)(=O)c1nnc(NC(=O)CC(C)C)s1 (stereo not drawn)	0.8%	.	5.0%	0.2%	3.1%	-0.9%	.	.	.	.
Cc1ccc(-c2ocnc2C(=O)Nc2ccccc2C(=O)N2CCCC2)cc1	7.5%	.	2.1%	0.0%	-0.7%	-9.1%	.	.	.	.
O=C(NCCc1nc2ccccc2[nH]1)c1ccc(F)cc1	14.1%	-2.6%	1.1%	2.3%	0.4%	4.0%	i	-5.1	4.5	-3.2%
CC(C)C(=O)Nc1cccc(NC(=O)c2cccc([N+](=O)[O-])c2)c1	5.8%	-3.2%	2.1%	0.0%	0.1%	0.7%	i	3.6	-9.9	0.0%
COc1ccc(-n2nnnc2Sc2ccc(S(=O)(=O)N3CCOCC3)cn2)cc1	.	1.8%	1.5%	0.2%	-0.5%	-1.6%	i	.	.	2.9%
CC(C)OCCCNC(=O)c1ccc(C2SCC(=O)N2Cc2ccco2)cc1 (stereo not drawn)	7.3%	-8.8%	0.0%	2.1%	-0.1%	-3.8%	i	1.9	-2.5	0.9%
COc1ccc(-n2nnnc2SCC(=O)NC2CCCC2)cc1OC	-1.0%	.	1.6%	0.0%	-0.1%	0.9%	.	.	.	.
CCOCCCNC(=S)N1CCN(CC)CC1	-3.5%	-3.8%	1.4%	-0.1%	0.8%	0.0%	i	4.3	2.1	-0.5%
Cc1ccc(C)c(NC(=O)Nn2cnnc2)c1	21.8%	.	1.7%	0.1%[50 µM]	0.8%	-8.7%	.	.	.	.
Cc1ccc2cccc(S(=O)(=O)Nc3c(C)n(C)n(-c4ccccc4)c3=O)c2n1	10.4%	-2.0%	0.1%	5.2%	-0.5%	6.4%	i	1.9	4.9	-2.7%
COc1ccc(-c2n[nH]c(C)c2-c2ccc(Cl)cc2)c(O)c1	2.1%	1.1%	2.0%	-1.1%	-0.1%	8.0%	i	48.8	54.9	-4.6%
C/C(=N\Nc1ccc([N+](=O)[O-])cc1[N+](=O)[O-])C(C)(C)C(C(=O)O)C(=O)O	16.0%	-6.2%	0.2%	-0.1%	.	3.9%	.	14.4	10.5	-0.5%
Cc1ccc(N=Nc2c(O)n(CN3CCOCC3)c3ccccc23)cc1	3.0%	1.7%	1.9%	0.8%	.	-13.3%	.	9.5	16.7	5.9%
Cc1ccc2c(COC(=O)c3ccc(C)c(C)c3)cc(=O)oc2c1	-3.3%	.	-0.5%	0.4%	0.1%	-1.8%	.	.	.	.
Cn1c(N)c(C(=O)c2ccccc2)c(=O)n(C)c1=O	12.3%	-3.5%	1.4%	-0.6%	0.4%	-2.1%	i	23.7	-37.1	-1.5%
CCN(C(=O)CSc1nnc2ccccn12)c1c(N)n(Cc2ccccc2)c(=O)[nH]c1=O	15.4%	-1.4%	2.4%	2.2%[50 µM]	0.8%	-4.5%	i	8.3	5.5	-2.9%
Cc1ccc(C(=O)OCC(=O)NC2CCCC2)cc1C	6.5%	.	0.5%	0.1%	0.0%	-6.5%	.	.	.	.
SMILES	Large T inhibition	XIAP displacement	RSV antiviral HEp-2	K1F lysis inhibition	West Nile virus CPE	Dengue-2 NS5 capping	Yfh1-off respiration	WT yeast gro inh	WT yeast gro inh mutant strain	CSM14.1 death rescue
O=C(NC1CCCCC1)c1sc(N2CCOCC2)nc1-c1ccccc1	2.8%	-4.0%	0.1%	2.3%	0.0%	0.0%	i	-12.2	-12.4	-2.3%
COc1ccccc1NS(=O)(=O)c1ccc(NC(=O)N2CCCCC2)cc1	7.6%	.	2.5%	1.4%[50 µM]	-1.2%	-0.7%	.	.	.	.
COc1cc2c(cc1OC)/C(=C/c1ccc(Cl)cc1)C(=O)OC2	4.9%	-2.4%	0.5%	4.0%	-0.6%	-14.7%	i	11.4	23.1	-0.7%
Nc1c2c(nc3cccc(Cl)c13)N(c1ccccc1)CC2	0.7%	.	2.5%	0.1%	0.0%	3.3%	.	.	.	.
CCc1nc(NCc2ccc3c(c2)OCO3)c2oc3ccccc3c2n1	10.5%	0.3%	0.8%	7.3%	0.1%	-6.9%	i	1.6	2.0	0.8%
COc1ccc(OC)c(CN2CCC(Cc3ccccc3)CC2)c1	6.8%	.	0.3%	0.3%	-0.5%	-10.3%	.	.	.	.
CCC1CN(S(=O)(=O)c2cc(-c3cc(C)no3)ccc2OC)c2cc(C)ccc2O1 (stereo not drawn)	11.5%	.	6.8%	0.3%	0.5%	-1.8%	.	.	.	.
